# PglD DTNB = blocks C. jejuni PglD acetyltransferase activity. purified PglD enzyme, DTNB colorimetric CoA detection. 0.098% of 360,000 active. inhibition, % at 12.5 µM. AID 602405; in the data active = inhibition above about 16%, passing the limit was not always enough; inconclusive = no clear call, values can overlap the other calls; also: strong numbers were not always called active
# miR122 inh = miR-122 inhibition in Huh7 cells. 0.3% of 340,000 active. Huh7 miR-122 Renilla luciferase sensor, 48 h; neutral wells = 0, positive control = 100. activation (reporter increase), % at 12.5 µM;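 active = mean replicate activation score at least 90 and every replicate individually at or above 90; inconclusive = only one of the two criteria met; inactive = neither criterion met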;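 also: higher luciferase means less miR-122 activity so hits act as miR-122 inhibitors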
# PGC1a acetyl inh = PGC1a acetylation modulation, inhibitor mode; U2OS PGC1a acetylation, AlphaScreen anti-acetyl-lysine; with virally co-expressed GCN5 acetyltransferase; inhibition, % at 15.6 µM; 0.17% of 350,000 active; AID 651687;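 active = every replicate shows inhibition of at least 40%; inconclusive = mean inhibition at least 40% but some replicate below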;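 also: 0% = neutral control wells and 100% = positive control wells; some results beyond the cut were filed as inactive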
# C2C12 statin = protects C2C12 myotubes from simvastatin toxicity | ATP luminescence, 48 h; scaled: DMSO 0, geranylgeraniol control 100 | rescue of ATP level, % at 7.49 µM | 0.78% of 330,000 active | AID 602340;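 active = mean ATP rescue above about 67%, or every replicate alone reaching that limit, limit read from the data, passing the limit was not always enough; inconclusive = no clear call, values can overlap the other calls; inactive = mean under the limit and some replicate under it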;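 also: myotubes were challenged with 10 µM simvastatin during compound exposure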
# Cneo AK release = Cryptococcus neoformans lysis via adenylate kinase release | AID 651654 | lysis activity, % at 15 µM | C. neoformans lysis, adenylate kinase release luminescence, 4 h; normalised: neutral wells 0, clomiphene wells 100 | 0.2% of 360,000 active;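 active = mean lysis activity across replicates of at least 80%, whatever share of replicates individually reach that level; inactive = mean lysis activity below 80%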
#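 Schedule: static 4 h at 37 °C with compound, 1 h detection; system: C. neoformans cells; benchmarks: Clomiphene as positive control; buffer or medium: fresh YPD medium; measure: luminescence rise reflecting yeast cell lysis; measured by: luminescent adenylate kinase detection reagent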
# GSIS activator = GLuc luminescence reporter in INS-1E cells, primary screen for activators of glucose-dependent secretion of insulin; INS-1E GLuc reporter insulin secretion, 2-3 h; activation, % at 16.6 µM; 0.61% of 370,000 active; AID 743287;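 active = lowest replicate activation of at least 40%, so every replicate reaches that level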;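 also: 0% = median of neutral control wells and 100% = median of IBMX positive control wells; some compounds called inactive have numbers as strong as hits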
# FN deposition inh = fibronectin deposition inhibition; AH1F fibroblasts, Alexa488-fibronectin deposition fluorescence, overnight; inhibition, % at 12.6 µM; 0.086% of 350,000 active;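 active = mean inhibition across replicates of 30% or more, regardless of how many single replicates reach that level; inconclusive = mean under 30% yet at least half of replicates reach 30%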;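 also: positive control wells lacked labelled fibronectin entirely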
#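 test system = AH1F fibroblasts assembling fluorescent fibronectin matrix | quantity = 10000 AH1F cells per well | buffer or medium = DMEM plus 2% serum, read in PBS | doses = single dose, pinned | incubation = 1 h cell attachment, overnight exposure to compound and label | detection = fluorescence at 485 nm excitation, 525 nm emission | read-out basis = inhibition from reduced deposited-fibronectin fluorescence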
# CFTR F508del cor = CFTR F508del correction in bronchial cells | CFBE cells, YFP halide quenching; stimulated with forskolin plus potentiator P3; % fluorescence drop versus neutral controls | activity (quench increase), % at 7.58 µM | 0.36% of 350,000 active;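 active = mean added fluorescence quench of at least 8% versus neutral control, with both replicates also reaching 8%; inconclusive = only one of the mean or replicate conditions met; inactive = mean below 8% and not both replicates reaching 8%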;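 also: cells transiently co-express mutant CFTR-F508del with the halide-sensitive YFP; corrector assay measuring rescue of mutant channel to the surface after 24 h compound exposure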
# * = called active by the depositor; ? = inconclusive; / = not tested or not shown; [ ] = remark or other dose. No enrichment for hits (roughly 2.1% active in at least one column).
SMILES,PglD DTNB,miR122 inh,PGC1a acetyl inh,C2C12 statin,Cneo AK release,GSIS activator,FN deposition inh,CFTR F508del cor
Cc1ccc(S(=O)(=O)N2CCCC(C(=O)NCC3CCCO3)C2)cc1 (stereo unspecified),-4,0,-3,34,5,7,-2,3.5
Cn1nc(C(=O)OCC(=O)Nc2ccc(S(N)(=O)=O)cc2)c2ccccc2c1=O,/,/,7,/,/,-11,-2,1.9
O=C(CSc1ccc2nnc(-c3ccncc3)n2n1)NCc1ccco1,3,-7,2,-8,1,-5,8,-1.0
O=C(Cc1ccccn1)N[C@@H]1CC[C@@H](CCNC(=O)c2cc(Cl)cc(Cl)c2)O[C@@H]1CO,2,-16[16.7 µM],6,-5,0,5,-13,-1.7
O=C(COC(=O)C1CC(=O)N(CCc2ccccc2)C1)c1ccc[nH]1 (stereo unspecified),-1,-6,2,-1,-2,0,2,-1.5
COc1cccc(-c2ccc3n(c2=O)C[C@@H]2[C@@H](CO)[C@H](C(=O)N(C)C)N(CC4CC4)[C@H]32)c1,-2,-4[16.7 µM],15,5,0,1,/,0.3
Cc1ccc(S(=O)(=O)Nc2cccc3c2O[C@@H](CN(C)CC2CCCCC2)[C@H](C)CN([C@@H](C)CO)C3=O)cc1,-2,24[16.7 µM],-6,-33,-1,25,/,-0.3
C[C@H](NC(=O)C[C@@H]1CC[C@H]2[C@@H](COc3ccc(NC(=O)C4CCOCC4)cc3C(=O)N2C)O1)c1ccccc1,0,-17[16.7 µM],0,10,-3,12,-1,-1.6
CCOc1ccc(S(=O)(=O)N2CCN(Cc3ccc4c(c3)OCO4)CC2)cc1C,7,-3,-6,29,-1,2,-3,-0.9
O=C1NCC2=C1C(c1ccc(Br)cc1)Nc1ccccc1N2 (stereo unspecified),4,-5,1,7,-6,/,/,/
CO[C@@H]1CN(C)C(=O)c2cc(NC(=O)Nc3c(C)noc3C)ccc2OC[C@H](C)N(CC2CC2)C[C@@H]1C,-3,/,0,-12,-6,6,-12,3.5
Cc1ccc2nc(-c3ccccc3)cc(C(=O)N3CCN(c4ccccc4O)CC3)c2c1,-4,-6,/,40,0,4,6,1.0
COCCCN1C(=O)c2ccc(C(=O)OCC(=O)NCCc3ccccc3)cc2C1=O,2,-2,-4,-1,9,-5,-5,1.8
CCSc1nc2c(cnn2-c2ccc(C)cc2)c(=O)[nH]1,2,-8,0,1,-2,9,0,3.5
CC(O)(c1ccccc1)c1nc(-c2ccc(Cl)cc2)cs1 (stereo unspecified),-3,-3,-21,-2,-4,-20,3,-0.3
Cc1ccc(N(Cc2ccccc2)C(=O)c2ccc(C)c(S(=O)(=O)N3CCOCC3)c2)cc1,-1,-27,-3,42,-1,/,-5,-0.2
C[C@@H]1CCCCO[C@H](CN(C)C(=O)Nc2ccc3c(c2)OCO3)[C@@H](C)CN([C@@H](C)CO)C(=O)c2cc(NC(=O)c3ccccc3)ccc2O1,-6,5[16.7 µM],2,/,-1,-14,/,0.9
CC1CCCN(C(=O)c2ccc(CNc3c(N4CCCCC4)c(=O)c3=O)cc2)C1 (stereo unspecified),-1,2,3,24,-2,11,6,4.2
CC(C)(C)NC(=O)C(c1ccccn1)N(C(=O)C1CSC(=O)C1)c1cccc(F)c1 (stereo unspecified),/,/,-2,/,/,6,1,-1.1
CN(C)C(=O)CSc1nc2cc(S(=O)(=O)N3CCOCC3)ccc2o1,1,-5,-9,14,1,0,3,-0.7
COc1ccccc1CNC(=O)CN1C(=O)NC(C)(c2ccc(C(C)(C)C)cc2)C1=O (stereo unspecified),-9,-3,-15,6,-6,-46,-4,-5.9
COc1ccccc1CC(=O)Nc1ccc2[nH]ncc2c1,-3,/,/,-12,-1,-7,-3,-0.8
Cc1ccccc1-c1noc(CCC(=O)NCCc2ccccc2)n1,0,19,1,14,1,1,9,0.4
Cc1c(NC(=O)CSc2nnc(C(C)N(C)C)n2-c2ccccc2)c(=O)n(-c2ccccc2)n1C (stereo unspecified),-6,-4,-2,2,-2,-2,-4,6.9
CC(NC(=O)Cc1ccccc1)C(c1ccccc1)N1CCOCC1 (stereo unspecified),/,3,3,3,/,3,-19,0.5

# The list continues.
SMILES,PglD DTNB,miR122 inh,PGC1a acetyl inh,C2C12 statin,Cneo AK release,GSIS activator,FN deposition inh,CFTR F508del cor
C=CCc1c(C)nc(SCC(=C)C)[nH]c1=O,3,-2,1,-13,/,3,-1,/
O=C(NCC1CCCCC1)c1ccc(Cl)nc1,6,-4,0,31,-2,11,1,2.7
O=C(CN1C(=O)c2ccccc2S1(=O)=O)c1ccc(O)c(O)c1,-8,1,4,/,1,-11,-9,2.1
CC1(C(=O)Nc2cccc(C#N)c2)CCN1C(=O)CCc1ccccc1 (stereo unspecified),1,-2,44*,13,2,11,4,0.5
O=C(NC(O)C(=O)c1ccc(F)cc1)c1ccc(F)cc1 (stereo unspecified),9,/,/,13,-1,-8,2,-1.7
C[C@H](CO)N1C[C@H](C)[C@H](CN(C)C(=O)C2CCOCC2)Oc2ncc(-c3cccc(C#N)c3)cc2C1=O,7,1[16.7 µM],11,2,-7,2,-1,-1.4
O=C1NC(c2ccc(F)cc2)Oc2ccccc21 (stereo unspecified),1,-5,5,25,-21,/,-12,-2.7
O=C(Cn1cnc2ccccc2c1=O)Nc1nnc(SCc2ccc(Cl)cc2)s1,-3,-2,11,/,-1,1,1,-0.1
O=S(=O)(c1ccccc1)N1CC2(C1)[C@H](c1ccccc1)[C@H](CO)N2CC1CC1,/,/,3,/,/,-15,3,-0.5
Cc1ccc(-n2c(C)cc(C(=O)OCC(=O)N(CC(C)C)C3CCS(=O)(=O)C3)c2C)cc1 (stereo unspecified),1,-5,-12,13,4,/,-19,/
CC1CCc2nn(CC(=O)NCCN3CCOCC3)cc2C1 (stereo unspecified),-6,-5,4,5,-1,10,2,-2.8
CCC(=O)Nc1nnc(SCC(=O)NC2CCCC2)s1,6,-6,2,9,0,9,0,2.5
CC(=O)c1ccc(OCCCC(=O)Nc2cc(Cl)ccc2-n2cncn2)cc1,-4,/,/,6,-6,22,7,-1.6
Cc1ccccc1NC(=O)C(NC1CCCCC1)C(C)C (stereo unspecified),/,/,-1,/,/,2,-5,-0.6
CCCN(C)C[C@@H]1OCCCC[C@H](C)Oc2ccc(NS(C)(=O)=O)cc2C(=O)N([C@@H](C)CO)C[C@H]1C,0,4[16.7 µM],-2,4,1,19,/,0.7
Fc1ccccc1NC(=S)N1CCN(c2ccccn2)CC1,-5,-4,-17,/,-1,19,2,/
Cc1ccc(-c2cc(C(F)(F)F)n3nc(C(=O)NCCCn4ccnc4)cc3n2)cc1C,-9,2,-6,/,1,10,-9,/
CCOc1cc(C2Nc3ccccc3NC3=C2C(=O)CC(C)(C)C3)ccc1O (stereo unspecified),5,/,/,6,0,-18,-14,-0.9
CCc1cccc(NC(=O)c2cccc3c2C(=O)N(CC2CCCO2)C3)c1 (stereo unspecified),1,-6,-5,6,-1,/,14,4.6
CCCN(C(=O)c1ccc2c(SCC(=O)O)c3c(nc2c1)CCC3)c1cccc(C)c1,0,/,/,12,-5,1,2,0.0
C/C(=N\Nc1ccccc1C(=O)O)c1ccncc1,-1,0,/,23,1,33,-2,0.4
Cc1ccc(-n2c(SCC(N)=O)nnc2-c2cnccn2)cc1,1,-5,5,2,0,18,3,0.2
O=C(O)c1cccc2c1C(=O)N(C1CCCC1)C2,-24,-1,4,-4,-2,9,-1,-2.8
CN(C)S(=O)(=O)c1ccc(C(=O)Oc2ccccc2)cc1,3,0,13,3,-2,-7,/,/
O=C(CN1CCN(Cc2ccccc2)CC1)NCc1ccc(Cl)cc1,-3,/,/,25,3,-17,3,0.0

# Sorted by SMILES length (smallest number first): 11 of the compounds above
SMILES,PglD DTNB,miR122 inh,PGC1a acetyl inh,C2C12 statin,Cneo AK release,GSIS activator,FN deposition inh,CFTR F508del cor
C=CCc1c(C)nc(SCC(=C)C)[nH]c1=O,3,-2,1,-13,/,3,-1,/
C/C(=N\Nc1ccccc1C(=O)O)c1ccncc1,-1,0,/,23,1,33,-2,0.4
Cc1ccccc1NC(=O)C(NC1CCCCC1)C(C)C (stereo unspecified),/,/,-1,/,/,2,-5,-0.6
Fc1ccccc1NC(=S)N1CCN(c2ccccn2)CC1,-5,-4,-17,/,-1,19,2,/
Cc1ccc(-n2c(SCC(N)=O)nnc2-c2cnccn2)cc1,1,-5,5,2,0,18,3,0.2
O=C(CN1C(=O)c2ccccc2S1(=O)=O)c1ccc(O)c(O)c1,-8,1,4,/,1,-11,-9,2.1
CCOc1cc(C2Nc3ccccc3NC3=C2C(=O)CC(C)(C)C3)ccc1O (stereo unspecified),5,/,/,6,0,-18,-14,-0.9
Cc1ccc(-c2cc(C(F)(F)F)n3nc(C(=O)NCCCn4ccnc4)cc3n2)cc1C,-9,2,-6,/,1,10,-9,/
O=S(=O)(c1ccccc1)N1CC2(C1)[C@H](c1ccccc1)[C@H](CO)N2CC1CC1,/,/,3,/,/,-15,3,-0.5
Cc1ccc(-n2c(C)cc(C(=O)OCC(=O)N(CC(C)C)C3CCS(=O)(=O)C3)c2C)cc1 (stereo unspecified),1,-5,-12,13,4,/,-19,/
CCCN(C)C[C@@H]1OCCCC[C@H](C)Oc2ccc(NS(C)(=O)=O)cc2C(=O)N([C@@H](C)CO)C[C@H]1C,0,4[16.7 µM],-2,4,1,19,/,0.7

# Continued.
SMILES,PglD DTNB,miR122 inh,PGC1a acetyl inh,C2C12 statin,Cneo AK release,GSIS activator,FN deposition inh,CFTR F508del cor
CCn1cc(C(=O)N2CC(C)CC(C)C2)c(=O)c2cc(S(=O)(=O)N3CCCC3)ccc21 (stereo unspecified),1,12,4,5,-1,8,-9,0.5
O=C(CCC1CCCCC1)Nc1ccc(S(=O)(=O)Nc2nccs2)cc1,3,16,7,2,0,25,/,/
Cc1ccc(C(=O)CCC(=O)OCC(=O)N2c3ccccc3NC(=O)C2(C)C)cc1,2,/,/,-22,-9,-5,16,1.4
O=C(COC(=O)c1cc[n+]([O-])cc1)Nc1cccc(Cl)c1Cl,/,/,?,/,/,-6,6,-0.8
Cc1ccc(C(C)C)c(OCC(O)CN2CCN(CCO)CC2)c1 (stereo unspecified),8,5,-3,/,0,/,/,/
CC(=O)Nc1ccc(S(=O)(=O)N[C@@H](C)C(=O)Nc2ccc(N3CCOCC3)cc2)cc1,3,4,6,9,3,/,/,/
C[C@H]1CN([C@@H](C)CO)C(=O)c2cccc(NS(C)(=O)=O)c2O[C@H]1CN(C)S(=O)(=O)c1cccs1,8,4[16.7 µM],-5,-84,1,11,-2,-0.4
O=S(=O)(CCc1ccncc1)c1ccc(Cl)cc1,5,/,/,-7,1,-3,3,-0.4
COc1ccc(CCNC(=O)C2CC(=O)N(c3ccc(F)cc3)C2)cc1OC (stereo unspecified),7,2,-4,10,1,/,-1,/
Cc1ccc(NC(=O)C2(C)CCN2C2Cc3ccccc3C2)cc1 (stereo unspecified),4,4,-17,32,-3,-25,-8,-3.7

# Screening results as filed in PubChem BioAssay.
